# DAX1 inh-1: inhibitors of human orphan nuclear receptor DAX1 (NR0B1) | P51843 | HEK293 Gal4-DAX1 luciferase reporter, luminescence | inhibition, % at 6.75 µM | 0.99% of 340,000 active | AID 504766;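 active = inhibition above the mean over all tested compounds plus 3 SD, cut at about 4.2% in these data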;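 also: 0% = DAX1-transfected cells with DMSO and 100% = empty-vector control cells with DMSO; inhibition shows as a rise in luminescence from relieved DAX1 repression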
# hcDAF-12 act: activators of H. contortus DAF-12 nuclear receptor | AID 652067 | 1.4% of 370,000 active | activation, % at 6.8 µM | HEK293 hcDAF-12 lit1-tk-luc reporter, luminescence; 0% DMSO, 100% Δ7-dafachronic acid;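 active = activation above the mean of all tested compounds plus 3 SD, cut at about 5.5% in these data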;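 also: 100% = response to 3 µM Δ7-dafachronic acid high control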
# NPR1 activator: GC-A (human) enzyme activation | AID 1671463 | activation, % at 10 µM | HEK293 GC-A cells, cGMP TR-FRET, EC30 ANP; 0% at EC30 ANP, 100% saturating ANP | P16066 | 0.14% of 370,000 active; in the data active = activation above about 40%
# GC-B act: GC-B (human) receptor activation. HEK293-GC-B cells, CNP EC30, cGMP TR-FRET; 0% at EC30 CNP, 100% saturating CNP. 0.11% of 370,000 active. activation, % at 10 µM. AID 1920062. P20594;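 active = activation at 10 µM reaching about 35% in either raw or pattern-adjusted values, limit read from the data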
# Target sequence (P20594 whole entry, looked up): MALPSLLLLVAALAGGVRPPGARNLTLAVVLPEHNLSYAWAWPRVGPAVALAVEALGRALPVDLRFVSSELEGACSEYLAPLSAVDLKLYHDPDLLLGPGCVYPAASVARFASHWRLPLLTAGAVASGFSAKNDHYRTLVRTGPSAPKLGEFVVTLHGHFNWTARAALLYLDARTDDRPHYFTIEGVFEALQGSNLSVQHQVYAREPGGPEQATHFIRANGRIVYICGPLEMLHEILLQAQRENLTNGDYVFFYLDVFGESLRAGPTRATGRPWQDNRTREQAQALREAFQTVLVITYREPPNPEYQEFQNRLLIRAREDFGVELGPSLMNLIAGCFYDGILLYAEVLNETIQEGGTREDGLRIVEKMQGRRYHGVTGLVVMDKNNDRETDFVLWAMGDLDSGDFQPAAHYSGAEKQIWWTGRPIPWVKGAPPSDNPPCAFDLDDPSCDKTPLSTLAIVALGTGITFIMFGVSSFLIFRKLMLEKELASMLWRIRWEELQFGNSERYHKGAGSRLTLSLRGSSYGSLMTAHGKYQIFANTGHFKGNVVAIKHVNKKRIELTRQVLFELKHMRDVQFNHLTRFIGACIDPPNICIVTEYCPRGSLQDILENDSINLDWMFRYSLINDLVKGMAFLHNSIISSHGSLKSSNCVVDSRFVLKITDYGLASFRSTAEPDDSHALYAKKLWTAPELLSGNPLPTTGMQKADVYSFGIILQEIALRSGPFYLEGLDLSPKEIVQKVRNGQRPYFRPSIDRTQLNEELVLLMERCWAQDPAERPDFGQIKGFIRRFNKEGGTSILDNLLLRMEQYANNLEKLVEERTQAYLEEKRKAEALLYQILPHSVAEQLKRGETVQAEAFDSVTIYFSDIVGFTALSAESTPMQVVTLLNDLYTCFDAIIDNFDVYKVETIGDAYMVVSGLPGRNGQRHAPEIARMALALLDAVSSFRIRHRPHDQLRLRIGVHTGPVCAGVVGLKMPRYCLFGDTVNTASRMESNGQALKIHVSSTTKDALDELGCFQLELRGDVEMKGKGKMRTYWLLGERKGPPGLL
# ADAM10 inh: inhibits human ADAM10 | O14672 | AID 720582 | inhibition, % at 7 µM | 0.62% of 370,000 active | recombinant ADAM10, EDANS/DABCYL FRET peptide cleavage, 3 h;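 active = inhibition above a per-campaign cutoff equal to the mean of compounds falling between control-based bounds plus 3 SD, cut at about 20% in these data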;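 also: 0% = DMSO wells while the 100% control is not disclosed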
# ssDAF12 agonist: activates DAF-12 receptor from parasite S. stercoralis; HEK293 ssDAF-12/GRIP1 lit1-tk-luc reporter, luminescence; % of 3 µM dafachronic acid response; activation, % at 6.8 µM; 1% of 370,000 active; AID 652126;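 active = activation above the mean over all tested compounds plus 3 SD, cut at about 0.9% in these data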;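 also: 0% = DMSO-only wells and 100% = 3 µM delta7-dafachronic acid wells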
# SMARCA2 act: increases SMARCA2 function in MMTV reporter cells; MG213 cells, MMTV-luciferase reporter, dexamethasone, overnight; activation, % at 9.1 µM; 1% of 370,000 active; in the data active = activation above about 7.8%;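 also: 0% = vehicle wells and 100% = reference activator wells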
# hgDAF-12 ag: agonists of H. glycines DAF-12 nuclear receptor; HEK293 GAL4-hgDAF12 UAS-luciferase reporter, agonist luminescence; normalized to butyrate control; activation, % at 6.8 µM; 1.8% of 370,000 active; AID 687014;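 active = activation above a cutoff set at the mean of all screened compounds plus 3 SD, cut at about 10% in these data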;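 also: 0% = DMSO wells and 100% = sodium butyrate wells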
# HGIII-sPLA2 inh: Inhibits HGIII-sPLA2 liposome hydrolysis, primary screen; QFRET BODIPY PC-A2 liposome hydrolysis, fluorescence; 0.56% of 370,000 active; inhibition, % at 12.2 µM; Q9NZ20;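 active = inhibition above mean plus 3 SD of compounds lying within the high and low control bounds, cut at about 19% in these data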;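 also: 0% = median of test compound wells and 100% = no enzyme DMSO wells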
# DAX1 inh-2: inhibitors of DAX1 repression of SF-1 activated StAR promoter. HEK293T StAR-luciferase reporter, SF-1/DAX-1 repression relief. inhibition, % at 6.8 µM. 1.1% of 370,000 active. AID 652010;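 active = inhibition above the mean over all tested compounds plus 3 SD, cut at about 3.6% in these data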;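 also: 0% = DAX-1 cells with DMSO and 100% = cells lacking DAX-1 with DMSO; higher inhibition means more luminescence from relief of DAX-1 repression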
# GAA850 FXN act: increases GAA850 frataxin promoter reporter activity. HEK293 lucGAA850 FXN promoter luciferase reporter, 24 h; percent of 10 µM SAHA response. activation, % at 6 µM. 0.56% of 360,000 active. AID 540364;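 active = activation above the average of all compounds screened plus 3 SD, cutoff fixed separately per campaign, cut at about 7.5% in these data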;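 also: 0% = DMSO wells and 100% = 10 µM SAHA wells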
# Numbers without * were called inactive; i = inactive; x = no result given.
SMILES,DAX1 inh-1,hcDAF-12 act,NPR1 activator,GC-B act,ADAM10 inh,ssDAF12 agonist,SMARCA2 act,hgDAF-12 ag,HGIII-sPLA2 inh,DAX1 inh-2,GAA850 FXN act
CCc1ccc(Oc2coc3cc(OCC(=O)Nc4cc(C)ccc4C)ccc3c2=O)cc1,1.8,-1.4,0,-1,2,-2.2,1,3.2,5,0.1,1.7
COc1ccc(CCNC(=O)c2ccc(CS(=O)(=O)c3ccc(C)cc3)o2)cc1OC,-1.7,-3.1,0,4,-5,-1.6,-4,-4.7,-1,-1.8,-1.9
O=C(C[C@@H]1CC[C@@H]2[C@H](COC[C@H](O)CN2C(=O)Nc2ccc(F)cc2)O1)NCCc1ccncc1,x,0.2,-2,-1,-18,-1.0,-4,0.2,14,0.3,x
C[C@H](CO)N1C[C@H](C)[C@@H](CN(C)S(=O)(=O)c2ccc(Cl)cc2)OCc2cnnn2CCCC1=O,-0.5,-1.0,2,6,-3,-0.9,-2,-3.4,7,0.9,0.4
COc1ccc2nc(NC(=O)CSc3cn[nH]n3)sc2c1,2.5,-0.4,2,-7,14,-0.8,7,5.8,-29,0.7,1.5
Fc1ccc2nc(C(F)(F)F)cc(N3CCOCC3)c2c1,-0.4,1.1,-2,10,-3,-1.1,-1,0.0,5,0.3,1.9
CC(C)c1ccc(NC(=O)N(CCc2nc3ccccc3[nH]2)C2CCCC2)cc1,0.9,3.4,-3,-8,5,0.9*,2,0.2,1,-0.3,-3.6
Cc1onc(-c2ccccc2)c1C(=O)n1cc(Br)cn1,-0.6,-1.1,1,-1,3,-0.9,-1,2.2,4,-0.4,0.9
CC(=O)c1cccc(NC(=O)c2cnccn2)c1,2.3,-0.4,-6,3,8,-0.9,-3,-2.2,4,0.0,0.4
Cc1cc(=O)[nH]c(SCC(=O)N2CCCCCC2)n1,-0.5,-1.5,1,3,1,-0.8,1,0.4,3,-0.3,-0.7
CCCCn1c(N)c(N(CCOC)C(=O)c2ccc(-c3ccccc3)cc2)c(=O)[nH]c1=O,1.0,0.1,0,-3,-9,-1.0,0,-3.5,-2,-0.9,1.2
CN(C)C(=O)c1ccc(-c2cc(C(F)(F)F)n(C)n2)s1,-2.6,-1.6,4,0,-4,-1.8,-1,-1.8,-1,0.4,3.7
Cc1ccc(C2(c3ccc(C)cc3)NC(=O)N(CC(N)=O)C2=O)cc1,-0.8,-1.1,2,-3,0,-0.9,-4,-1.9,5,-0.1,0.8
CCOC(=O)c1c(C)n(CC)c2ccc(OC(=O)c3ccc([N+](=O)[O-])cc3)cc12,1.7,-2.1,5,4,-9,-0.1,-2,-2.0,12,0.5,3.5
COc1ccc(C(=O)Nc2cnc(NC(=O)c3cccs3)cc2C)cc1,-0.5,1.4,0,1,-1,-0.9,1,7.0,-2,0.9,4.0
O=C(N/N=C/c1cccc2ccccc12)c1cc2ccccc2o1,0.0,-2.3,-1,-6,-17,-0.8,-1,3.2,-5,-0.4,-2.4
O=S(=O)(c1ccc(Br)cc1)N1CCCN(Cc2ccccc2F)CC1,-1.0,-1.0,-1,6,-9,-1.0,-3,-1.8,7,-0.2,4.1
CCOC(=O)C(c1ccccc1)N1CCN(c2ccc(OC)cc2)CC1 (centres undefined),0.4,-1.2,3,-5,6,-1.5,-3,-1.3,5,-1.0,-0.9
Cc1cc(C(=O)N2CCN(c3ccc([N+](=O)[O-])cc3)CC2)co1,0.0,-0.9,0,-2,5,-1.2,-1,0.6,4,-1.9,1.2
COc1ccc(C(=O)Nc2nc(-c3ccc(S(=O)(=O)N4CCOCC4)cc3)cs2)cc1,-4.2,-5.7,5,4,4,-3.1,-8,-13,-1,-4.7,-9.8
O=C(Nc1nccs1)C1(S(=O)(=O)c2ccc(Cl)cc2)CC1,-0.3,0.5,0,-6,2,-0.7,-2,2.4,-5,0.1,0.8
CC(=O)c1ccc([C@H](O)[C@H](C)C(=O)N(C)c2ccccc2)cc1,x,-2.2,3,3,-2,-0.5,-1,4.0,6,-1.2,x
O=C(NCc1ccc(C(=O)O)cc1)OCc1ccccc1,0.1,0.9,-3,2,-11,-1.5,-1,-1.0,0,-0.1,1.6
Cc1nonc1-c1ccc2c(c1)OCO2,-1.0,0.5,4,0,4,-1.4,-1,0.6,2,-0.3,0.1
Nc1ncnc2c1nc(Sc1ccc(Cl)cc1)n2[C@@H]1O[C@@H]2COP(=O)(O)O[C@H]2[C@H]1O,-0.2,-2.8,7,0,-7,-1.8,1,-4.0,7,-0.2,3.2
Cc1[nH]n(C(N)=S)c(=O)c1N=Nc1cc(C(F)(F)F)ccc1Cl,-0.1,-0.2,2,2,5,-1.5,-3,0.0,19,0.6,-0.5
O=C(Nc1cccc(C(=O)O)c1)/C(=C\c1ccc(F)cc1)NC(=O)c1ccco1,-0.7,0.9,3,5,-7,-1.3,-1,1.2,9,0.1,1.9
O=C(Cn1cnc2ccccc21)Nc1ccc(F)c(F)c1,0.8,-2.6,1,5,-3,-1.7,-1,-1.5,-3,-1.6,1.1
Cc1ccccc1-n1nnnc1SCc1cc(=O)n2ccsc2n1,-2.2,-0.3,3,6,-13,-1.8,0,-2.0,4,-1.1,-0.3
COc1ccccc1CNC(=O)C(CC(C)C)NC(=O)C1CCC(C)CC1 (centres undefined),0.9,1.7,-6,2,-10,-1.1,0,-1.8,1,0.6,0.3
O=C(Cn1nc(-c2ccc(Cl)cc2)ccc1=O)NCc1ccc2c(c1)OCO2,1.1,0.2,-1,-8,-2,-1.5,-3,-3.6,-8,-1.7,1.4
CC(C)=CCC/C(C)=C/CNC(=O)C[C@H]1C[C@H](C(=O)N2CCOCC2)[C@@]2(CCC3CCCC3)c3[nH]c4cc(CCC(=O)N(C)C)ccc4c3CCN2C1=O,-0.7,-0.3,-2,4,-3,-1.1,-1,0.6,-5,-0.5,2.0
Cc1c(CCC(=O)NC2CC2)c(=O)oc2cc(O)ccc12,1.1,-1.3,5,7,i,-1.0,0,-0.2,-5,0.5,15*
O=C(Cn1cccn1)N1CCCC(Nc2ccc(F)c(F)c2)C1 (centres undefined),0.6,-1.3,2,6,2,-1.2,-1,-1.7,-1,-0.8,-1.6
Cc1cc(NC(=O)c2ccccc2-c2ccccc2C(=O)O)no1,0.3,-1.5,2,0,0,-0.8,0,-1.2,8,-0.1,1.3
Cc1cc(C(=O)OCC(=O)N2CCC(C)CC2)c2ccccc2n1,-0.3,-3.0,6,2,-24,-1.5,0,-1.4,2,1.1,-0.2
CCN(CC)C(=O)CSc1nnc(-c2ccco2)o1,1.6,-0.3,4,0,-1,-0.5,0,3.8,4,0.3,5.2
O=C(NC1CCCC1)C(c1ccncc1)N(CCCN1CCOCC1)C(=O)c1ccc(-c2ccccc2)[nH]1 (centres undefined),0.3,-2.0,5,-3,-15,-1.6,0,-1.8,-3,0.1,-2.2
CCC(CC)C(=O)N1CC(=O)Nc2ccc(C)cc2C1c1ccccc1 (centres undefined),0.3,-0.6,-18,-7,-6,-1.3,-2,-1.6,-1,-0.1,-0.2
O=C(Nc1cc(C(=O)N2CCN(c3ccccc3)CC2)ccc1Cl)c1cccs1,-0.9,-1.9,1,-3,3,-1.6,-2,1.6,-8,0.3,-0.3
CCCCC(C(=O)N/N=C/c1ccccn1)C(=O)N/N=C/c1ccccn1,-0.8,-0.3,-8,-2,8,-0.4,-2,0.0,2,0.2,-0.3
CCCC(=O)N1CCCC(c2cc(C(=O)Nc3ccccc3)no2)C1 (centres undefined),x,-0.4,-1,-3,-6,-1.6,-4,-6.6,2,-1.4,-8.1
CCOC(=O)c1cccc(NC(=O)C2(S(=O)(=O)c3ccc(Cl)cc3)CC2)c1,-0.6,-1.5,-7,0,1,-0.9,-4,-2.5,-7,-0.2,-0.9
O=C(NCC(c1ccco1)N1CCc2ccccc2C1)c1ccc(F)cc1 (centres undefined),-0.6,0.2,-2,0,-5,-1.0,3,0.8,-4,-0.8,0.8
Cc1ccccc1N(Cc1ccccc1F)S(C)(=O)=O,-0.3,-1.6,4,1,4,-1.3,0,1.9,-3,0.4,0.2
CN(C)C(CNC(=O)CCNC(=O)c1ccc(Br)cc1)c1ccco1 (centres undefined),-1.4,1.2,-2,-1,-7,-0.2,-1,1.7,5,1.0,-0.4
O=C(OCC(=O)N1CCOCC1)c1ccccc1OCc1ccccc1,0.5,0.1,-3,0,1,-0.9,0,0.6,9,-0.8,1.2
CCc1ncc(CN2CCCC(C(=O)Nc3cccc(-c4cccc(C)c4)c3)C2)cn1 (centres undefined),-0.5,-1.7,-5,-4,7,-1.2,-2,-1.3,-21,-1.2,-1.5
COc1ccc(S(=O)(=O)N2CCC(C(=O)NC3CC3)CC2)cc1Cl,0.7,-2.2,-1,1,1,-1.4,2,-2.0,-1,0.1,2.1
O=C(CCN1CCCO1)N1CCCC(Nc2cccc(F)c2)C1 (centres undefined),3.3,-0.3,-2,2,10,-0.9,-3,-0.2,-5,0.3,-2.1
Cc1cc(NC(=O)c2cnn3c(C(F)(F)F)cc(-c4ccc(Br)cc4)nc23)no1,-0.3,-2.1,-1,0,-7,-0.9,-4,0.3,5,-0.2,-0.9
COc1ccc(CCNC(=O)c2ccccc2C(=O)NCCc2ccc(OC)c(OC)c2)cc1OC,x,-1.0,0,5,8,-0.9,-1,-1.2,2,-0.4,3.4
Cn1nc(C(F)(F)F)c2cc(C(=O)Nc3ccc(F)cc3F)sc21,-0.9,-2.7,3,0,11,-1.4,0,-2.5,1,-0.3,-0.2
O=S(=O)(c1ccc(Br)cc1)n1c(Cc2ccccc2)nc2ccccc21,-1.4,1.1,2,-3,9,-1.2,0,-1.1,3,-0.2,0.9
Cc1csc2nc(CCNS(=O)(=O)c3cccs3)cn12,-0.3,1.3,4,9,-7,-0.9,2,13*,2,3.2,3.2
CC[N+]1=CN(c2ccccc2)C(C)=CC1(C)C,-1.2,0.4,-3,3,-4,-0.8,1,-0.2,4,0.6,0.3
CCOC(=O)c1c(C)c(C(=O)NCc2ccc3c(c2)OCO3)c(C)n1CC,-0.1,-1.5,-2,-3,-9,-1.5,-2,-1.3,-1,-0.1,1.9
CCOc1ccc(C(C)=O)cc1COC(=O)CN1C(=O)NC2(CCCC2)C1=O,0.7,-1.5,0,-1,1,-0.5,-4,-1.6,2,-2.1,-4.2
CN(CCN1CCc2ccccc2C1)Cc1nc(Cc2ccccc2F)no1,-0.1,-0.5,3,0,0,-0.9,0,-3.7,-2,-0.9,-0.3

# Records listed so far marked active in ssDAF12 agonist:
mol | DAX1 inh-1 | hcDAF-12 act | NPR1 activator | GC-B act | ADAM10 inh | ssDAF12 agonist | SMARCA2 act | HGIII-sPLA2 inh | DAX1 inh-2
CC(C)c1ccc(NC(=O)N(CCc2nc3ccccc3[nH]2)C2CCCC2)cc1 | 0.9 | 3.4 | -3 | -8 | 5 | 0.9* | 2 | 1 | -0.3

# Assay outcomes (PubChem BioAssay)

# Outcome played no part in choosing rows (roughly 6.6% active in at least one column).
